Screens: PubChem BioAssay, National Center for Advancing Translational Sciences (NCATS)
IMPase cell inh – cell-permeable inhibitors of inositol monophosphatase (IMPase); P97697; CHO-M1 cells, IP1 accumulation, HTRF TR-FRET ratio; inhibition (IP1 accumulation), % at 46.1 µM; 120,000 tested, under 10 active; AID 901; active = well fitted curve in the direction sought with a large enough effect in the signal ratio, not every such curve was filed as active; inconclusive = small, poorly fitted or top-dose-only effect, or a change in a side signal; inactive = no such curve, though single readings can be large or run the other way; the % refers to the signal ratio;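 also: cells stimulated with carbachol in lithium chloride buffer; plate controls were DMSO basal wells for no effect and reference inhibitor wells for full effect; higher means more IMPase inhibition seen as more IP1 and lower FRET ratio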
Target sequence (P97697 whole entry, looked up): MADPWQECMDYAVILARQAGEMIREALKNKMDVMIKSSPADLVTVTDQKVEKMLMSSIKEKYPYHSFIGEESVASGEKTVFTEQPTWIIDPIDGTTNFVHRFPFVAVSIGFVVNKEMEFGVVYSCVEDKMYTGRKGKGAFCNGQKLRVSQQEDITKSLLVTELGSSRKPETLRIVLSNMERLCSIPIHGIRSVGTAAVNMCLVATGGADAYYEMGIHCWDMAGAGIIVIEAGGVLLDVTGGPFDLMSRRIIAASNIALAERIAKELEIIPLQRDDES
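Measured: the HTRF emission ratio (665/620 nm) plus the 620 nm donor channel, each fitted to the Hill equation to give AC50. Cells were CHO-M1 given compounds up to 46 uM and a 30 min carbachol stimulation at 37C.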
ALOX15B inhib – 15-hLO-2 (ALOX15B) enzyme inhibition | O15296 | purified 15hLO-2, xylenol orange hydroperoxide absorbance | Potency, µM (top dose mostly 57.1 µM), for inactives: at the highest dose activity change, negative = inhibition, hits mostly inhibitors | 110,000 compounds, 0.56% hits | AID 881; also: potency is read from the fitted curve at half-maximal effect; nearly all actives have a fitted effect of over 60% in size; many of its hits are not listed in these tables
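Read-out: hydroperoxide product oxidises ferrous iron, measured as xylenol orange complex via the 573-to-405 nm absorbance ratio after 30 min. Reaction: 50 nM enzyme, 15 min compound preincubation, 45 uM arachidonic acid, 90 min RT, Hepes pH 7.5 with Triton X-100.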
PNC inhibitor – perinucleolar compartment assembly inhibition; PC3M PTB-GFP, PNC prevalence imaging, 16 h; active compounds read low; activity change (PNC), negative = inhibition, % at 10 µM; 140,000 compounds, 3.1% hits; AID 2417;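 active = readout at or below -70, meaning at least 70% loss of cells showing the perinucleolar compartment, a nuclear body marking cancer cells; inconclusive = readout between -30 and a set limit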;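 also: plate controls were DMSO wells for no effect and camptothecin positive control wells for full effect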
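Compounds are pinned in duplicate onto adhered PC3M cells stably expressing GFP-tagged PTB and incubated 16 h at 37 C. Cells are then fixed, nuclei stained with Hoechst, and PNC-positive cells counted.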
12-hLO inh – 12-hLO (ALOX12) enzyme inhibition; Potency, µM (top dose mostly 57.1 µM), without a hit: top-dose activity change, negative = inhibition, usual class: inhibitors; P18054; AID 1452; purified 12-hLO, xylenol orange hydroperoxide absorbance; 150,000 compounds, 0.12% hits; also: potency is read from the fitted curve at half-maximal effect; nearly all actives have a fitted effect of over 55% in size; many of its hits are not listed in these tables
Target sequence (P18054 whole entry, looked up): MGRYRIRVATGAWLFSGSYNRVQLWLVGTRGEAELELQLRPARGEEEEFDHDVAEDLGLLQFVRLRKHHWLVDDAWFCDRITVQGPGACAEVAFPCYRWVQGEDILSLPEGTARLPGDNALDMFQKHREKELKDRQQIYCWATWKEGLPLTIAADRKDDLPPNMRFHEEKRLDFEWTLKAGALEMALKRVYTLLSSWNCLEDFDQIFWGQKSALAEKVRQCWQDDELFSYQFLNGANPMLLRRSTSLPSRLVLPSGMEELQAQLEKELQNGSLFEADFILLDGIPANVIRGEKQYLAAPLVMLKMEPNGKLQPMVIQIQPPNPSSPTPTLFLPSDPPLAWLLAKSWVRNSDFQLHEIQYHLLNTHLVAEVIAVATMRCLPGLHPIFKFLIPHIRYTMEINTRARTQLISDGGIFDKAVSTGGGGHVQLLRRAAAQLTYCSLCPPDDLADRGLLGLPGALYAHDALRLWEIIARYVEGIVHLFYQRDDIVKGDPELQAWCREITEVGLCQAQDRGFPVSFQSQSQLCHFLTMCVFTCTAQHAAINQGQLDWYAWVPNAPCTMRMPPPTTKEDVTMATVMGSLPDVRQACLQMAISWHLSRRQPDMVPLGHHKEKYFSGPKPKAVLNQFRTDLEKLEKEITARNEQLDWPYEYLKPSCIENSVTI
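Lipoxygenase turnover measured by absorbance at 573 and 405 nm after Fe-XO development. Human 12hLO 150 nM, arachidonate 40 uM, pH 7.0 Hepes buffer with detergent; 15 min compound preincubation, 30 min reaction.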
Starred values were filed as active, the others as inactive; ? = inconclusive; . = no result given; & = joins results of further samples; [ ] = remark or other dose. Unless noted, calls follow the shape of the dose curve; as a rule, active = well fitted curve in the direction sought with a large enough effect; inconclusive = small, poorly fitted or top-dose-only effect, or another doubt; inactive = no such curve, though single readings can be large; an effect the other way counts as inactive or inconclusive. Unless noted, % is scaled to controls: 0 for no effect and ±100 for the full control effect. Only part of the results is shown; the hit share may differ from the screen's.

Values in the order: 12-hLO inh | IMPase cell inh | PNC inhibitor | ALOX15B inhib
COC(=O)C1=CO[C@@H](O[C@H]2OC(CO)C(O)C(O)C2O)C2C1CC(O)C2C (some centres undefined)
→ -3.7% | . | . | -1.0%
C[C@@H](N)C1CCC(C(=O)Nc2ccncc2)CC1 (some centres undefined)
→ 3.3% | . | . | 18.8%
c1ccc(CC2=NCCN2)cc1
→ -0.4% | -0.2 | 73.2 | -2.3%
O=S(=O)(c1cccc2cnccc12)N1CCCNCC1
→ -3.0%&-0.5% | -0.1 | -9.5 | 15.6%
COc1ccc(S(=O)(=O)N2c3ccc(Cl)cc3[C@](O)(c3ccccc3Cl)[C@@H]2C(=O)N2CCC[C@H]2C(N)=O)cc1OC
→ -2.6% | . | . | 19.1%
CCOc1ccccc1C(N)=O
→ -1.3% | . | . | 1.6%
O=c1cc(-c2ccc(O)cc2)oc2cc(OC3OC(CO)C(O)C(O)[C@H]3O[C@@H]3OC[C@@](O)(CO)C3O)cc(O)c12 (some centres undefined)
→ -0.5% | . | . | 12.7%
Cc1nc2ccccn2c(=O)c1CCN1CCC(C(=O)c2ccc(F)cc2)CC1
→ 3.1% | 11.8 | -7.2 | 13.8%
Cn1c(=O)c2c(ncn2CC2OCCO2)n(C)c1=O
→ -2.5%[0.00818 µM] | . | . | -5.7%[0.0915 µM]
C1CCC(C(CC2CCCCN2)C2CCCCC2)CC1 (centres undefined)
→ -7.2%&-3.5% | . | 16.0 | 62.2%[activator]
COc1ccc(C(=O)CC(=O)c2ccc(C(C)(C)C)cc2)cc1
→ -6.8% | . | . | 3.0%
O=C(NCCc1c[nH]c2ccccc12)c1cccnc1
→ -1.2% | 17.0 | 27.2 | 4.1%
C=CC1=C(C(=O)O)N2C(=O)C(NC(=O)/C(=N\O)c3csc(N)n3)C2SC1 (centres undefined)
→ -3.9% | . | . | 15.1%
CC(=O)c1ccc2c(c1)N(CCCN(C)C)c1ccccc1S2
→ 0.7%[25.6 µM] | 19.7[20.6 µM] | . | 24.1%[25.6 µM]
CCCn1cnc2c1c(=O)n(CCCCC(C)=O)c(=O)n2C
→ -6.1% | 4.3 | . | -2.4%
CCCCCCCCCCCCCCC[C@H](O)[C@H](N)CO
→ -6.0% | -0.8 | . | 11.7%
CCOC(=O)C(CCc1ccccc1)NC(C)C(=O)N1Cc2ccccc2CC1C(=O)O (centres undefined)
→ -2.7% | . | . | -8.8%
CCC(C)n1ncn(-c2ccc(N3CCN(c4ccc(OCC5COC(Cn6cncn6)(c6ccc(Cl)cc6Cl)O5)cc4)CC3)cc2)c1=O (centres undefined)
→ -3.0%[0.00818 µM] | . | . | 31.6%[activator][0.0915 µM]
O=c1[nH]c2cc(C(F)(F)F)c(N3CCOCC3)cc2n(CP(=O)(O)O)c1=O
→ -0.7%[0.00818 µM] | . | . | -2.3%[0.0915 µM]
CC[N+](C)(CC)CCOC(=O)C(O)(c1ccccc1)C1CCCCC1 (centres undefined)
→ 0.1% | . | -28.8 | .
Oc1ccc(/C=C/c2cc(O)cc(O)c2)cc1
→ -2.5%&-2.4%&-3.0% | 5.0 | 33.4 | ?
C[C@]12CCC(=O)C=C1CC[C@@H]1[C@@H]2CC[C@@]2(C)[C@H]1CC[C@]2(O)C(=O)CO
→ -4.7% | 5.1 | -9.9 | 8.0%
CCOc1ccc(C(=O)OCCN(CC)CC)cc1
→ 0.5%[0.00818 µM] | -4.2 | 52.6 | 9.0%[0.0915 µM]
Cc1ccccc1OC[C@H](O)CO
→ -2.0%[25.6 µM] | 3.9[20.6 µM] | . | 0.6%[25.6 µM]
O=c1cc(-c2ccc(O)cc2)oc2cc(O[C@H]3OC(CO)C(O)C(O)C3O)cc(O)c12 (some centres undefined)
→ -0.7% | . | . | 3.9%
O=C(c1ccc(F)cc1)C1CCN(CCn2c(=O)[nH]c3ccccc3c2=O)CC1
→ ? | 3.9 | . | 22.7%
CC(=O)C1CCC2C3CC(C)C4=CC(=O)CC[C@@]4(C)C3C(O)C[C@@]12C (some centres undefined)
→ -2.4% | . | . | -2.6%
CCCN[C@@H](C)C(=O)Nc1c(C)csc1C(=O)OC
→ -3.2%[25.6 µM] | -0.4[20.6 µM] | . | 3.1%[25.6 µM]
CN(C)CCOC(=O)[C@@H](c1ccccc1)C1(O)CCCC1
→ 5.7%[25.6 µM] | 21.1[20.6 µM] | . | -1.2%[25.6 µM]
CC(COc1ccccc1)NC(C)C(O)c1ccc(O)cc1 (centres undefined)
→ -3.9%&-4.2% | . | 11.7 | 10.1%

Compound profiles, from the list above. Screens in order: 12-hLO inh, IMPase cell inh, PNC inhibitor, ALOX15B inhib
O=c1cc(-c2ccc(O)cc2)oc2cc(O[C@H]3OC(CO)C(O)C(O)C3O)cc(O)c12 (some centres undefined) is listed with -0.7%, ., ., 3.9%
Cc1ccccc1OC[C@H](O)CO is listed with -2.0%[25.6 µM], 3.9[20.6 µM], ., 0.6%[25.6 µM]
CN(C)CCOC(=O)[C@@H](c1ccccc1)C1(O)CCCC1 is listed with 5.7%[25.6 µM], 21.1[20.6 µM], ., -1.2%[25.6 µM]

Next compounds follow:
Values in the order: 12-hLO inh | IMPase cell inh | PNC inhibitor | ALOX15B inhib
COc1ccccc1N1CCN(CCCNc2cc(=O)n(C)c(=O)n2C)CC1
→ 2.2% | 7.5 | . | 18.6%
c1ccc(CN(CC2=NCCN2)c2ccccc2)cc1
→ -7.6% | ? | 20.4&-0.7 | 20.0%
CCN(CC)CCOC(=O)C1(c2ccccc2)CCCC1
→ 16.5% | 14.8 | 13.9 | 33.7%[activator]
CN1CCOC(c2ccccc2)c2ccccc2C1 (centres undefined)
→ -0.5% | . | . | 23.8%
C=CC1=C(C(=O)O)N2C(=O)[C@@H](NC(=O)C(N=O)c3csc(N)n3)[C@H]2SC1 (some centres undefined)
→ -2.7%[0.00818 µM] | . | . | 12.3%[0.0915 µM]
Cc1c(I)c(=O)n(-c2ccccc2)n1C
→ -0.7%[0.00818 µM] | . | . | -2.0%[0.0915 µM]
CN(C)CCOC(C)(c1ccccc1)c1ccccn1 (centres undefined)
→ 3.2%&1.5% | . | -10.4 | 2.7%
CCCCCCN
→ -5.4% | . | . | -4.6%
C/C=C\C(=O)N(CC)c1ccccc1C
→ -3.1%[25.6 µM] | 5.7[20.6 µM] | . | 26.7%[25.6 µM]
CC(=O)NC(Cc1ccccc1)C(=O)O (centres undefined)
→ 0.5% | -5.1 | ? | 0.5%
CC(CCC(=O)O)C1CCC2C3C(O)C[C@@H]4CC(O)CC[C@@]4(C)C3CC[C@@]12C (some centres undefined)
→ 3.6%&-0.8% | . | . | -11.0%&3.6%
C/C=C(/C)C(=O)O[C@@H]1c2c(ccc3ccc(=O)oc23)OC(C)(C)[C@@H]1OC(=O)/C(C)=C\C
→ -3.5% | . | 34.7 | .
CCOC(=O)c1ccc(N)cc1
→ -1.2% | -0.5[20.6 µM] | . | 5.1%
C[C@H](CCC(=O)O)[C@H]1CC[C@H]2[C@H]3C(CC[C@]12C)[C@@]1(C)CC[C@@H](O)C[C@H]1C[C@H]3O (some centres undefined)
→ 2.3% | -3.3 | . | -7.4%
CC1(C)O[C@@H]2C[C@@H]3[C@H]4C[C@@H](F)C5=CC(=O)C=C[C@]5(C)[C@@]4(F)[C@@H](O)C[C@]3(C)[C@]2(C(=O)CO)O1
→ -0.4%[0.00818 µM] | . | . | -10.6%[0.0915 µM]
CCN(CC)CCNC(=O)c1cc(Cl)c(N)cc1OC
→ -0.7% | 2.4[20.6 µM] | ? | 3.1%
CC(C(=O)O)c1ccc(C(=O)c2cccs2)cc1 (centres undefined)
→ 0.5% | . | . | -4.7%
Cc1c(NC(=O)c2cccnc2)c(=O)n(-c2ccccc2)n1C
→ -3.4% | -6.2[20.6 µM] | . | -0.3%
OCCN1CCN(CCCN2c3ccccc3Sc3ccc(Cl)cc32)CC1
→ 6.5% | 12.5 | -10.1 | 32.3%[activator]
O=C(O)[C@H]1[C@H]2C[C@H]3c4[nH]c5ccccc5c4CCN3C[C@@H]2CC[C@@H]1O
→ 0.0% | 0.0 | . | 13.8%
O=C(CCNNC(=O)c1ccncc1)NCc1ccccc1
→ -6.0% | 1.6 | -0.9 | -5.2%
CCC(=O)O
→ 3.2%[0.00818 µM] | . | . | -0.7%[0.0915 µM]
COC(=O)c1ccc(O)cc1
→ 0.6%[0.00818 µM] | . | . | -5.7%[0.0915 µM]
CC12CCC(CC1)C(C)(C)O2
→ 0.0%&2.7% | . | . | 2.0%&-0.1%
Oc1cc(O)c2c(c1)O[C@H](c1ccc(O)c(O)c1)[C@@H](O)[C@@H]2c1c(O)cc(O)c2c1O[C@@H](c1ccc(O)c(O)c1)[C@H](O)C2
→ -14.0%[11.4 µM] | . | . | -18.0%[11.4 µM]
O=C(CCN1CCC(c2ccccc2)C1)c1ccc2c(c1)OCCO2 (centres undefined)
→ -3.3% | 10.5 | ? | 1.4%
COc1ccc(/C=C/C(=O)Nc2ccccc2C(=O)O)cc1OC
→ ? | -3.5 | -15.0 | 3.8%
CC(=O)Nc1ccc(C(=O)O)cc1
→ 0.1% | . | . | -11.1%
O=C1c2ccc(O)c(O)c2C(=O)c2c(O)ccc(O)c21
→ -35.6% | . | . | ?
Cc1cc(-c2ccccc2)nnc1NCCN1CCOCC1
→ -0.1% | ? | 12.3 | -7.4%
CCCCCCO
→ -0.1% | . | . | 0.0%
CN1CCN(C(c2ccccc2)c2ccccc2)CC1
→ 18.8% | 0.3[20.6 µM] | . | 34.3%[activator]
CN1CCN(CCC(=O)N2c3ccccc3Sc3ccc(C(F)(F)F)cc32)CC1
→ 1.3% | 10.8 | 39.5 | 23.2%
COc1cc(O)c2c(=O)cc(-c3ccc(OC)c(-c4c(O)cc(O)c5c(=O)cc(-c6ccc(O)cc6)oc45)c3)oc2c1
→ -4.7% | . | . | ?
CC(=O)O[C@@]1(C(C)=O)CCC2C3C=C(Cl)C4=CC(=O)C5CC5[C@@]4(C)C3CC[C@]21C (some centres undefined)
→ -5.5% | . | . | 0.5%
CC(=O)c1ccc(S(=O)(=O)NC(=O)NC2CCCCC2)cc1
→ -4.1% | 0.9 | . | -6.2%
CN(C(=O)CCCOc1ccc2[nH]c(=O)ccc2c1)C1CCCCC1
→ 1.4% | 1.2 | . | 13.2%
CC[C@H](Cc1c(I)cc(I)c(N)c1I)C(=O)O
→ -2.1%[25.6 µM] | 2.7[20.6 µM] | . | -8.7%[25.6 µM]
CCC[C@H](N[C@@H](C)C(=O)N1[C@@H]2CCCC[C@H]2C[C@H]1C(=O)O)C(=O)OCC
→ -4.2%[0.00818 µM] | . | . | -9.3%[0.0915 µM]
CCOc1ccc(NC(=O)Cn2cc(C(=O)c3ccco3)c3ccccc32)cc1
→ -6.8% | -0.2&-3.3 | 23.2 | -11.1%

Some of the entries above in a different format.
12-hLO inh	IMPase cell inh	PNC inhibitor	ALOX15B inhib	molecule
-0.1%	.	.	0.0%	CCCCCCO
18.8%	0.3[20.6 µM]	.	34.3%[activator]	CN1CCN(C(c2ccccc2)c2ccccc2)CC1
1.3%	10.8	39.5	23.2%	CN1CCN(CCC(=O)N2c3ccccc3Sc3ccc(C(F)(F)F)cc32)CC1

Filtered by structure: the entries above containing a CF3 group
Values in the order: 12-hLO inh | IMPase cell inh | PNC inhibitor | ALOX15B inhib
O=c1[nH]c2cc(C(F)(F)F)c(N3CCOCC3)cc2n(CP(=O)(O)O)c1=O
→ -0.7%[0.00818 µM] | . | . | -2.3%[0.0915 µM]
CN1CCN(CCC(=O)N2c3ccccc3Sc3ccc(C(F)(F)F)cc32)CC1
→ 1.3% | 10.8 | 39.5 | 23.2%
